Screens (PubChem)
TPT1 inh – inhibitors of Candida albicans tRNA 2'-phosphotransferase TPT1; inhibition, % at 5 µM; hit rate 0.81% among 300,000; recombinant caTPT1, FP RNA substrate dephosphorylation;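 active = inhibition above the mean of all tested compounds plus 3 SD, set per screening campaign, cut at about 24% in these data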;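 also: plate controls were DMSO alone for no effect and ferristatin control at 100 nM for full effect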
MCL1-BIM inh – MCL1-BIM-BH3 interaction inhibition (human); hit rate 0.68% among 320,000; inhibition, % at 10.9 µM; GST-MCL1 / FITC-Bim-BH3 fluorescence polarization;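 active = inhibition above the mean inhibition of all tested compounds plus 3 SD, set per campaign, cut at about 40% in these data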;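 also: 0% = DMSO wells and 100% = unlabeled Bim-BH3 peptide control; higher means more loss of mP so more displacement of Bim peptide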
Target sequence (Q07820 whole entry, looked up): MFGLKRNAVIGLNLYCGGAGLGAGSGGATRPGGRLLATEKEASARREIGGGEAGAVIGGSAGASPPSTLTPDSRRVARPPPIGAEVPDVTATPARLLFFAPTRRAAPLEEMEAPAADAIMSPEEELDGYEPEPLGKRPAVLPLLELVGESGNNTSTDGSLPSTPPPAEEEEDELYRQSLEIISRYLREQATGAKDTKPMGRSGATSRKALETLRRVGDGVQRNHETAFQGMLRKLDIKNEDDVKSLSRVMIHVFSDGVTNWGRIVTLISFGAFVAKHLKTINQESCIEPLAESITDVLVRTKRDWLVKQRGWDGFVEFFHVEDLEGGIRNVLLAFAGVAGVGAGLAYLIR
PAD4 inh – blocks human protein arginine deiminase 4. Q9UM07. hit rate 0.41% among 330,000. inhibition, % at 6.36 µM. recombinant PAD4, RCA probe fluorescence polarization;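 active = percent inhibition above a cutoff equal to the mean of all tested compounds plus 3 SD, cut at about 15% in these data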;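 also: 0% = PAD4 with RCA probe and DMSO and 100% = probe without PAD4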
MEX-5 binding – C. elegans MEX-5 TCR-2 RNA binding activity; MEX-5/FITC-TCR2 RNA binding, fluorescence polarization; active compounds read low; activity score (negative = inhibition of binding), % at 10 µM; hit rate 0.38% among 300,000;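 active = inhibition past about -25% in most replicates, and total fluorescence under double the plate's negative control median, limit read from the data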;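 also: 0% = DMSO and -100% = 5 µM competing unlabeled TCR2 RNA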
GLD-1 RNA inh – GLD-1-TGE RNA interaction inhibition (C. elegans). Q17339. purified GLD-1 + fluorescein TGE RNA, fluorescence polarization. inhibition, % at 5.96 µM. hit rate 0.44% among 320,000. AID 2280;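 active = percent inhibition above a per-plate cutoff, the plate mean of test compounds plus 3 SD, cut at about 30% in these data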;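 also: 0% = DMSO wells with GLD-1 and probe and 100% = wells lacking GLD-1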
Fam108B counter – Fam108B inhibition, counter-screen for RBBP9 inhibitors; hit rate 0.33% among 300,000; recombinant Fam108B, FP-Rh probe fluorescence polarization; inhibition, % at 9.51 µM;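 active = inhibition above the screen mean inhibition plus 3 SD, computed separately per campaign, cut at about 18% in these data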;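 also: inhibitors lower polarization as less probe binds the enzyme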
PME-1 primary – blocks human protein phosphatase methylesterase 1. recombinant PME-1, FP-Rh probe fluorescence polarization. hit rate 0.53% among 320,000. AID 2130. inhibition, % at 5.9 µM. Q9Y570;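 active = inhibition above the campaign mean of all compounds plus 3 SD, cut at about 26% in these data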;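 also: competitive labeling of PME-1 active site by serine hydrolase directed probe; 0% = PME-1 with DMSO and 100% = wells lacking PME-1 enzyme; inhibitors block probe labeling so polarization falls and inhibition rises; many of its hits are not listed in these tables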
Target sequence (Q9Y570 whole entry, looked up): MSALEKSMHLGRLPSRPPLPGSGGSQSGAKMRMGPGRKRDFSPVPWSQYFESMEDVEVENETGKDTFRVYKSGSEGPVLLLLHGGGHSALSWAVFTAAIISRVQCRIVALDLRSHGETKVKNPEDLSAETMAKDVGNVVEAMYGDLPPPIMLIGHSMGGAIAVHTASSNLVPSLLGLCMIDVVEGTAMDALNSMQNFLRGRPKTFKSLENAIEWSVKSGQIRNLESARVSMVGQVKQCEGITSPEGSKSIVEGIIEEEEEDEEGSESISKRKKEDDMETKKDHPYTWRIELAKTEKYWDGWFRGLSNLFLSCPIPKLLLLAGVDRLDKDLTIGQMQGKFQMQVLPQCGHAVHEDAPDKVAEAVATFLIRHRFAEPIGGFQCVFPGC
GSTO1 inh – blocks human GSTO1 in RBBP9 counter-screen; P78417; recombinant GSTO1, activity-based probe fluorescence polarization; inhibition, % at 5.96 µM; hit rate 1.1% among 300,000;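 active = inhibition above the campaign mean inhibition plus 3 SD, cut at about 35% in these data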;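 also: 0% = GSTO1-1 with DMSO and 100% = wells lacking GSTO1-1 enzyme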
BCLXL inh – inhibitors of human Bcl-xL. GST-Bcl-xL / FITC-Bim BH3 peptide fluorescence polarization. hit rate 0.7% among 320,000. inhibition, % at 10.9 µM. Q07817;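 active = inhibition above the mean of all tested compounds plus 3 SD, cutoff set per campaign, cut at about 30% in these data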;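 also: 0% = DMSO wells and 100% = unlabeled Bim-BH3 peptide competitor; inhibitors lower millipolarization by displacing the labeled peptide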
Target sequence (Q07817 whole entry, looked up): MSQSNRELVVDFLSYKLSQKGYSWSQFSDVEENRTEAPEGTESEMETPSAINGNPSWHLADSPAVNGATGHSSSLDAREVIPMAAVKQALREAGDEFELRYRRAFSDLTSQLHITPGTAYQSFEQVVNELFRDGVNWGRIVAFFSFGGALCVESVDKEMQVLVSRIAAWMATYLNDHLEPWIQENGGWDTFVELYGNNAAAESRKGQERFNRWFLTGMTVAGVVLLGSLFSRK
Starred values were filed as active, the others as inactive; . = not tested or not shown.

item | canonical_smiles | TPT1 inh | MCL1-BIM inh | PAD4 inh | MEX-5 binding | GLD-1 RNA inh | Fam108B counter | PME-1 primary | GSTO1 inh | BCLXL inh
1 | Cn1c(N)c(C(=O)COC(=O)c2ccc(OC(F)F)cc2)c(=O)n(C)c1=O | . | -6 | 0 | . | -3 | . | -8 | . | -8
2 | CCn1c(SCC(=O)NNC(=O)c2ccco2)nnc1-c1ccco1 | 5 | -9 | 0 | -1.0 | 6 | -3 | 2 | 3 | -8
3 | Cc1c(Cl)c([N+](=O)[O-])nn1CCCC(=O)Nc1cccnc1 | -2 | -3 | -2 | 1.3 | -2 | 0 | -2 | 14 | 7
4 | COc1ccccc1OCCSc1nc(N)cc(N)n1 | -4 | 4 | 2 | -1.3 | 2 | -1 | -4 | 3 | 5
5 | Cn1cc(S(=O)(=O)N2CCC3(CC2)OCCO3)c(=O)n(C)c1=O | -4 | 3 | -5 | 1.7 | 3 | -5 | -1 | 0 | -1
6 | CC1CCN(S(=O)(=O)c2ccc3c(c2)N(CC(=O)NCCCN2CC(C)CC(C)C2)C(=O)CS3)CC1 (configuration not stated) | 0 | 12 | -3 | 0.6 | 5 | 3 | 3 | 1 | 8
7 | O=C(NC1=NCCS1)C1CC(=O)N(c2ccccc2)C1 (configuration not stated) | 0 | -1 | -11 | 0.9 | 4 | 1 | -3 | -2 | 5
8 | Cc1onc(-c2c(F)cccc2Cl)c1C(=O)c1ccc(F)cc1 | 0 | 1 | -1 | 3.7 | 4 | -1 | -5 | -2 | 0
9 | O=C(Nc1cccc(C(=O)N2CCOCC2)c1)c1ccccc1Cl | -1 | -6 | 0 | 0.7 | -2 | -6 | 1 | 1 | 4
10 | O=C(Nc1cccc(-c2cnc3ccccc3n2)c1)C1CC(=O)N(c2ccccc2)C1 (configuration not stated) | -4 | 8 | -1 | -3.4 | 7 | -6 | -4 | 5 | 8
11 | CCS(=O)(=O)N1CCN(C(=O)C(c2ccccc2)c2ccccc2)CC1 | -1 | 1 | 1 | -2.2 | -7 | 5 | -13 | 8 | 3
12 | C=CCn1cc(-c2ccc(Cl)cc2)cc(C#N)c1=O | -2 | 3 | -5 | -3.5 | 5 | 2 | 2 | 8 | 4
13 | Cc1c(NC(=O)COc2ccc3ccc(=O)oc3c2)c(=O)n(-c2ccccc2)n1C | 2 | -14 | -5 | 0.6 | 7 | 1 | 0 | 9 | -9
14 | CC(C)(C)C(=O)Nc1nnc(CCc2ccccc2)s1 | -1 | 0 | -7 | -1.8 | 5 | -1 | 3 | 2 | -2
15 | FC(F)(F)c1cc(-c2ccco2)nc(-n2cnc3ccccc32)n1 | -1 | 2 | -7 | -1.8 | 4 | -2 | -3 | 0 | -2
16 | Cc1ccc(NC(=O)CCN2C(=O)c3ccccc3C2=O)c(C)c1 | 1 | 2 | -1 | 2.0 | -1 | 7 | 5 | 0 | 3
17 | CCCN(CC(=O)Nc1ccccc1C)C(=O)CSc1ccccc1C | . | 1 | -1 | . | 2 | . | 2 | . | -3
18 | COc1ccc(CCNC(=O)c2ccc(S(=O)(=O)N3CCCCC3)cc2)cc1 | . | 2 | -4 | . | 4 | . | -1 | . | 4
19 | COc1cccc(CNC(=O)c2cc(S(=O)(=O)N3CCOCC3)ccc2N2CCCC2)c1 | . | -6 | -2 | . | -1 | . | 3 | . | -2
20 | O/N=C/c1cc(Cl)ccc1OCc1cccc2ccccc12 | -3 | 0 | -1 | -1.2 | -6 | -22 | -23 | -8 | 4
21 | COCCNC(=O)c1ccc(CS(=O)(=O)c2ccc(Cl)cc2)o1 | 4 | 2 | -1 | 0.6 | 3 | -1 | 0 | -3 | 0
22 | CC(C)CCn1c(=O)c2ccccc2n2c(CN3CCCC3)nnc12 | 2 | 0 | -8 | 0.0 | -3 | -4 | 0 | 9 | 5
23 | O=C(NC1CCCC1)C(c1ccncc1)N(C(=O)c1csnn1)c1ccc(F)c(Cl)c1 (configuration not stated) | -3 | 9 | -1 | 1.1 | 3 | 1 | 2 | 8 | 6
24 | Cc1cc(=O)nc2c3ccccc3n(C(C)C(=O)Nc3cc(F)ccc3F)n12 (configuration not stated) | -2 | 1 | 2 | -2.8 | 0 | -3 | 2 | 12 | 2
25 | COc1cccc(N2CCN(S(=O)(=O)c3cccc4nsnc34)CC2)c1 | -3 | 0 | 6 | -1.5 | 6 | -2 | 3 | 0 | 4

(further entries)
item | canonical_smiles | TPT1 inh | MCL1-BIM inh | PAD4 inh | MEX-5 binding | GLD-1 RNA inh | Fam108B counter | PME-1 primary | GSTO1 inh | BCLXL inh
26 | CCOc1ccc(Oc2c(/C=N/NC(N)=O)c(C)nn2-c2ccccc2)cc1 | 0 | 8 | 1 | 4.2 | 2 | 0 | 1 | -13 | 4
27 | COC(=O)[C@@H](N)Cc1ccc(O)c(O)c1 | 0 | 10 | -7 | . | 5 | -2 | -3 | 23 | 10
28 | O=C(Nc1ccc2c(c1)OCCO2)C1CC(O)CN1C(=O)Nc1ccccc1 (configuration not stated) | -1 | 10 | -1 | -1.8 | 4 | -4 | -6 | -1 | 6
29 | Cc1cc(C(F)F)n2ncc(C(=O)N3CCC(C(N)=O)CC3)c2n1 | -1 | 6 | -3 | -0.4 | -3 | 0 | -1 | -5 | 8
30 | COc1ccc(-n2c(-c3ccc(Br)cc3)nc(=S)c3c2CCCC3)cc1 | 2 | 4 | -7 | 0.9 | -6 | 10 | -4 | -1 | 3
31 | CCc1cc(C(=O)NNC(=S)Nc2cc(C)ccc2C)cs1 | -4 | 13 | 4 | 0.3 | -4 | 3 | 8 | -1 | 6
32 | Cc1nc2ccccn2c1-c1csc(Nc2ccc(C(=O)O)cc2)n1 | -4 | 3 | -2 | -0.1 | -3 | 4 | -2 | -2 | 8
33 | Cn1cc(CNCCN2CCCCC2=O)c(-c2cccc(Cl)c2)n1 | 2 | -2 | -3 | -1.2 | -3 | 0 | 0 | 9 | 0
34 | CC1Cc2ccccc2N1Cc1cc(=O)c(OCC(=O)NCCc2ccccc2)co1 (configuration not stated) | -1 | 2 | -3 | -0.2 | 5 | 1 | 5 | 0 | 2
35 | COc1ccc(N(CN2C(=O)C3C4C=CC(C4)C3C2=O)C(=O)c2ccco2)cc1 (configuration not stated) | 0 | 3 | -3 | . | -3 | -2 | 3 | 0 | 5
36 | COc1cc(C(=O)OCC(=O)NC(=O)c2cccn2C)ccc1OC(F)F | 2 | 4 | 3 | 2.8 | 6 | -3 | 2 | 8 | 4
37 | C/C(=N\O)C(=O)NCCN(C)C | 2 | 4 | -1 | 1.1 | 1 | 2 | 4 | -3 | 1
38 | O=C(/C=C/c1ccccc1)NC(=S)Nc1ccccc1 | 1 | 12 | -4 | 2.0 | 0 | -3 | 0 | 5 | 3
39 | CCOc1ccc(S(=O)(=O)NCC(=O)OCc2nnc(-c3ccccc3)o2)cc1 | . | 0 | 4 | . | -1 | . | 1 | . | 2
40 | O=C(Cc1ccccc1)NCC(=O)OCC(=O)c1cccs1 | 0 | 5 | -1 | 0.1 | 3 | -2 | -1 | -3 | 2
41 | O=C(C1CCCCC1)N1CCN=C1SCc1cccnc1 | 2 | 6 | 7 | 0.4 | 0 | 4 | -8 | 4 | 4
42 | Cc1ccc(NC(=O)CCc2c(C)nn(-c3ccc(N4CCOCC4)nn3)c2C)cc1C | -1 | 1 | 1 | -0.4 | -2 | 0 | -5 | 5 | 2
43 | NC(=O)C1=NOC(CNc2ncc(C(F)(F)F)cc2Cl)C1 (configuration not stated) | 5 | -4 | -1 | 2.5 | -2 | -2 | -1 | -5 | 0
44 | COc1ccc(Cn2nnnc2C(C(C)C)N2CCc3ccccc32)cc1 (configuration not stated) | 1 | 0 | -6 | 2.1 | 9 | -1 | 0 | 7 | 6
45 | CCOc1ccc(NC(=O)Nc2cccc(C)n2)cc1 | -5 | 5 | -4 | -0.4 | -7 | 4 | 1 | -10 | 8
46 | O=S(=O)(c1ccccc1)c1nc(-c2ccc(F)cc2)oc1N1CCOCC1 | 0 | -1 | -3 | 0.3 | -2 | -4 | 5 | -4 | 3
47 | COc1ccc(NC(=O)CN2CCN(c3c(C)cccc3C)CC2)cc1 | -3 | 5 | 3 | -4.2 | 4 | 1 | -3 | 3 | 4
48 | Nc1cccc(-n2nncc2-c2ccccc2)c1 | -5 | 8 | -1 | 0.5 | 9 | -1 | 8 | 6 | 2
49 | O=C(CCN1C(=O)S/C(=C\c2ccccc2)C1=O)N1CCCCC1 | 0 | 7 | -2 | -0.8 | 5 | -1 | -8 | 3 | 3
50 | CC1(C)Cc2ccccc2-c2nnc(-c3cccnc3)n21 | 1 | -8 | 2 | -0.2 | 2 | -2 | -1 | 1 | -2

Further entries follow.
item | canonical_smiles | TPT1 inh | MCL1-BIM inh | PAD4 inh | MEX-5 binding | GLD-1 RNA inh | Fam108B counter | PME-1 primary | GSTO1 inh | BCLXL inh
51 | O=C(c1cccs1)N(C(=O)c1cccs1)c1ccc(Br)cn1 | -1 | 17 | 4 | -1.5 | 14 | 4 | -8 | 7 | 6
52 | Cc1cccc(NC(=S)NNC(=O)c2csc(C(C)C)c2)c1 | -1 | 6 | -6 | -4.1 | 0 | 2 | 6 | 1 | 4
53 | COc1ccccc1S(=O)Cc1ccc(C(=O)O)o1 (configuration not stated) | 1 | 1 | -4 | 0.9 | 12 | -4 | -3 | 6 | -1
54 | COc1cc(NC(=O)C/C(C)=N/NC(=O)Cc2ccc(Cl)cc2)c(OC)cc1Cl | -2 | 8 | -3 | 3.3 | 0 | -1 | -1 | 8 | 3
55 | CCn1cc([N+](=O)[O-])c(=O)c2cc(F)c(N3CCOCC3)cc21 | 1 | -5 | 1 | -0.8 | -2 | 2 | 5 | 2 | 0
56 | O=C(Cn1cnc2cc([N+](=O)[O-])ccc2c1=O)Nc1ccc(N2CCOCC2)cc1 | -3 | 1 | -4 | -0.5 | -6 | 2 | 6 | 3 | 3
57 | CC(C)NC(=O)COC(=O)c1ccccc1CSC1=NCCS1 | 4 | -3 | 0 | -0.7 | 7 | 0 | 3 | 0 | -2
58 | CC(OC(=O)c1cc2sccc2n1C)C(=O)NCc1cccs1 (configuration not stated) | 0 | 3 | 0 | 2.6 | -3 | 0 | 1 | 4 | -1
59 | COc1ccccc1-c1nc(COc2ccc(Cl)cc2Cl)no1 | -4 | 7 | -2 | 1.5 | 3 | -4 | -3 | -7 | 3
60 | O=C(NCC1OCCc2ccccc21)c1cc(COc2c(F)cccc2F)on1 (configuration not stated) | 0 | -1 | -3 | 1.2 | 11 | 2 | -2 | -1 | 5
61 | N=c1c(C(=O)NCCc2ccccc2)cc2c(=O)n3ccccc3nc2n1Cc1ccco1 | 8 | 17 | -6 | -6.3 | 4 | -6 | -1 | 21 | 13
62 | CCOC(=O)c1nn(-c2ccc(Cl)cc2)c2nnc(Cc3ccccc3)c(=O)n12 | -1 | 5 | 0 | -0.8 | 16 | -2 | -2 | 5 | 6
63 | Cc1cc(C(=O)C(C)Cl)c(C)n1Cc1ccco1 (configuration not stated) | 3 | 7 | -7 | 2.2 | 1 | 0 | 2 | 81* | 12
64 | O=C(CCN1CCCCC1)N/N=C/c1ccc(Br)cc1 | 0 | 12 | -1 | 0.0 | 6 | -6 | 2 | 24 | 7
65 | CCCCCCCCCCCCS[C@H]1CS(=O)(=O)C[C@@H]1O | 0 | 2 | -3 | 0.1 | 12 | 2 | -6 | -6 | 2
66 | COc1ccc(NC(=O)CN2CCC(C(N)=O)(N3CCCCC3)CC2)c(OC)c1 | 4 | 3 | -2 | 0.9 | 1 | -3 | -3 | 0 | -3
67 | CC(=O)c1ccc(N2CCN(C(=O)c3cc(-c4ccncc4)nc4ccc(Cl)cc34)CC2)cc1 | 2 | 6 | -4 | -1.7 | 1 | -1 | 5 | -1 | 6

An excerpt; rates above refer to the full screens.
